Screening results: PubChem BioAssay, several laboratories
GAA850 FXN act: activators of GAA850 frataxin (FXN) promoter; HEK293 lucGAA850 FXN promoter luciferase reporter, 24 h; percent of 10 µM SAHA response; activation, % at 6 µM; 0.56% of 360,000 active; AID 540364;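 active = activation above the average of all compounds screened plus 3 SD, cutoff fixed separately per campaign, cut at about 7.5% in these data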;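 also: 0% = DMSO wells and 100% = 10 µM SAHA wells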
rCAG binder: binds r(CAG) RNA repeats | r(CAG) RNA repeat, TO-PRO-1 dye displacement fluorescence | 1.3% of 370,000 active | inhibition, % at 3 µM;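 active = inhibition above the plate cutoff, the mean of all test compounds on that plate plus 3 SD, cut at about 35% in these data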;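 also: 0% = DMSO alone and 100% = 100 µM mitoxantrone as full dye displacement; higher means more dye released from RNA so lower well fluorescence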
ADAM10 inh: inhibitors of human ADAM10. O14672. 0.62% of 370,000 active. inhibition, % at 7 µM. AID 720582. recombinant ADAM10, EDANS/DABCYL FRET peptide cleavage, 3 h;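 active = inhibition above a per-campaign cutoff equal to the mean of compounds falling between control-based bounds plus 3 SD, cut at about 20% in these data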;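 also: 0% = DMSO wells while the 100% control is not disclosed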
Tn6 DDE FP: inhibitors of Tn6 peptide binding to human fibrin DD(E) | AID 720509 | 0.21% of 370,000 active | Fibrin DD(E) TRITC-Tn6 fluorescence polarization displacement | P02675 | inhibition, % at 8.3 µM;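 active = inhibition above a per-campaign cutoff: mean of compounds within control limits plus 3 SD, cut at about 15% in these data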;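 also: 0% = median of all compound wells on the plate and 100% = blocking peptide control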
Target sequence (P02675 whole entry, looked up): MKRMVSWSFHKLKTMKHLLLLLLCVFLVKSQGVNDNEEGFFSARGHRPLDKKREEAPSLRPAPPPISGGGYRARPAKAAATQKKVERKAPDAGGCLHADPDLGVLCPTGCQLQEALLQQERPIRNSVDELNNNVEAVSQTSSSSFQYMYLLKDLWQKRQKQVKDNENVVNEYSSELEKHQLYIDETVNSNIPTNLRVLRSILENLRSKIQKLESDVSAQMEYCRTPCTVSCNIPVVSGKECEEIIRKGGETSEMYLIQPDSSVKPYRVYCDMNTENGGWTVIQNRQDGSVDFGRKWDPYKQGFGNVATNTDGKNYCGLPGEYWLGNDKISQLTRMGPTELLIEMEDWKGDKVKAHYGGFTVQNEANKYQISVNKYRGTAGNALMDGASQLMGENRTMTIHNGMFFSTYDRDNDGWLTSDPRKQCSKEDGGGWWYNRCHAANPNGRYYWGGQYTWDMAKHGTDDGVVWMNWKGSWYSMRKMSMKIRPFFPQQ
GC-A act: GC-A (human) enzyme activation; activation, % at 10 µM; P16066; 0.14% of 370,000 active; HEK293 GC-A cells, cGMP TR-FRET, EC30 ANP; 0% at EC30 ANP, 100% saturating ANP; in the data active = activation above about 40%
sPLA2-III inh: Inhibits HGIII-sPLA2 liposome hydrolysis, primary screen; Q9NZ20; QFRET BODIPY PC-A2 liposome hydrolysis, fluorescence; inhibition, % at 12.2 µM; 0.56% of 370,000 active;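 active = inhibition above mean plus 3 SD of compounds lying within the high and low control bounds, cut at about 19% in these data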;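 also: 0% = median of test compound wells and 100% = no enzyme DMSO wells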
Target sequence (Q9NZ20 whole entry, looked up): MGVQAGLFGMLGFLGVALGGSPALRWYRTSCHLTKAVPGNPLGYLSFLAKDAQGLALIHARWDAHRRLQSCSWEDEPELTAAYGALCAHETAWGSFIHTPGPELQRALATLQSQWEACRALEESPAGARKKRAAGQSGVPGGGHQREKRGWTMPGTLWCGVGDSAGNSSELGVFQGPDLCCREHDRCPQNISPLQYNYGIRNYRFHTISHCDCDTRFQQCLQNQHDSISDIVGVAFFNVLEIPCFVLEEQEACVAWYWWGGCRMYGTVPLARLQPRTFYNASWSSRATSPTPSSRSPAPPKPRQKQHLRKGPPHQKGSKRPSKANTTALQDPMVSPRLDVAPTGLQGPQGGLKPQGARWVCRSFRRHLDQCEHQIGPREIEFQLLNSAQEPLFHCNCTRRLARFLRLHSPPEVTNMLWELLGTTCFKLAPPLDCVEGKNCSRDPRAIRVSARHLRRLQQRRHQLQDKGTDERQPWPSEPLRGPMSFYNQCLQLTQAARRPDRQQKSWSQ
KLK7 zymogen act: proKLK7 (human) activation, primary screen; P49862; purified proKLK7, EDANS-DABCYL substrate fluorescence; 100% is mature enzyme control, 0% vehicle; activation, % at 7 µM; 0.9% of 370,000 active; AID 652039;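 active = activation above the mean of all tested compounds plus 3 SD, computed per campaign excluding outliers beyond control limits, cut at about 13% in these data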
NPR2 activator: GC-B (human) receptor activation; P20594; HEK293-GC-B cells, CNP EC30, cGMP TR-FRET; 0% at EC30 CNP, 100% saturating CNP; activation, % at 10 µM; 0.11% of 370,000 active; AID 1920062;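 active = activation at 10 µM reaching about 35% in either raw or pattern-adjusted values, limit read from the data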
ARFGAP1 inhibitor: rat ARFGAP1 inhibition; Q62848; Arfgap1-stimulated ARF1 GTP hydrolysis, GDP FP detection; inhibition, % at 16.5 µM; 0.26% of 360,000 active;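 active = inhibition above a per-plate limit, mean inhibition of low control wells plus 3 SD, cut at about 25% in these data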;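 also: 0% = DMSO wells with enzyme and 100% = wells lacking Arfgap1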
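Material: truncated rat Arfgap1 GAP domain; Incubation: compound-enzyme preincubation 20 min, reaction 120 min, detection 60 min, 25 °C; Read-out: percent inhibition of Arfgap1-stimulated GTP hydrolysis; Technique: FP, GDP Alexa 633 tracer displaced from anti-GDP antibody, 620/688 nm; Controls: No-Arfgap1 wells (100%) versus DMSO full-reaction wells (0%); Replication: single well per compound.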
ASAP1 inh: inhibitors of human ASAP1 ArfGAP activity | Q9ULH1 | inhibition, % at 16.5 µM | AID 624377 | ASAP1-stimulated ARF1 GTP hydrolysis, GDP FP detection | 0.19% of 360,000 active; in the data active = inhibition above about 25%;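 also: 0% = vehicle with enzyme and substrate and 100% = no enzyme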
* marks the source's active call; other numbers are inactive results; . = not tested or not shown.

Fields: GAA850 FXN act	rCAG binder	ADAM10 inh	Tn6 DDE FP	GC-A act	sPLA2-III inh	KLK7 zymogen act	NPR2 activator	ARFGAP1 inhibitor	ASAP1 inh
CCOC(=O)c1nnn(-c2ccc(OC)cc2)c1N
    2.2	3	8	8	-1	6	0.7	3	1	5
C=C(C)n1c(=O)[nH]c2ccccc21
    0.2	-2	-1	-2	8	3	-0.1	4	5	-8
Cc1ccc(NC2=C(Cl)C(=O)OC2OC(C)C)cc1 (configuration not stated)
    0.9	-2	5	-2	2	4	-0.3	1	3	-1
COc1cc(OC)cc(-c2cn[nH]c2N)c1
    2.1	10	14	-3	-1	-3	-0.2	0	-1	6
O=c1[nH]c(=O)n(C2OC(CO)C(O)C(O)C2O)cc1F (configuration not stated)
    .	0	-11	0	6	-1	0.5	0	-15	-7
CCC(C)Sc1cc(C(F)(F)F)c(C(=O)Nc2ccc(Cl)cc2)cn1 (configuration not stated)
    -0.7	-4	5	-4	5	17	0.3	-4	5	4
COc1ccc(S(=O)(=O)N2CCC3(CC2)OCCN3S(=O)(=O)c2ccc(C)cc2)cc1OC
    -0.5	3	5	0	0	0	0.1	-1	2	0
CCOC(=O)c1nn(-c2ccc(F)cc2)c2nc(CC(C)C)c(C#N)c(=O)n12
    -0.4	0	-173	-5	1	-1	8.4	-3	5	-3
CCCc1cc(Nc2ccccc2OCC)n2ncnc2n1
    -0.3	-5	5	2	-5	1	-0.1	-8	-1	-4
NC(=O)c1ccccc1NC(=O)CC12CC3CC(CC(Br)(C3)C1)C2
    -0.1	-2	2	0	0	4	-0.1	2	7	-5
Cc1c(NC(=O)c2cc3ccccc3o2)cccc1-n1cnnn1
    0.2	5	3	-2	2	-7	-0.2	9	-6	-2
Cc1nn(C(=O)c2ccco2)c(C)c1Sc1ccc(Br)cc1
    -0.2	-2	-4	0	-3	-8	0.5	5	-3	9
CCOc1cc(N2CCOCC2)c(OCC)cc1NC(=O)COC(=O)c1cc(C)cc(C)c1
    -1.6	-1	-7	-1	20	5	-0.3	28	1	1
CC(NC(=O)/C(=C\c1ccco1)NC(=O)c1ccccc1Br)C(=O)O (configuration not stated)
    -1.0	1	7	5	0	0	-0.1	1	1	7
CC1CCN(c2ccc3c(c2)S(=O)(=O)c2cccc(C(=O)NC[C@@H]4CCCO4)c2C3=O)CC1
    -3.0	-13	11	-2	3	-3	0.7	7	10	8
COc1ccc(-c2cc(C(=O)Nc3cccnc3)no2)cc1OC
    3.6	-2	2	-2	-4	-3	0.1	-2	-2	3
Cn1cc(S(=O)(=O)N2CCN(c3ccccc3)CC2)c(=O)n(C)c1=O
    0.8	0	-14	-3	4	2	-0.3	3	-7	2
Nc1cc(-c2ccco2)no1
    0.6	3	0	-11	-1	7	0.2	-1	4	2
Cc1[nH]n(-c2ccccc2)c(=O)c1/C=N/NC(=O)c1ccccc1F
    5.3	1	-2	3	2	-3	-1.0	-3	-6	9
Cc1ccc(Cn2nc(C)c(NC(=O)c3noc4c3CCCCC4)c2C)cc1
    -4.5	-3	6	0	4	-8	-0.8	7	8	6
CCCC(=O)NC(c1ccc(OCC)cc1)c1ccc(OC)c(OC)c1 (configuration not stated)
    -0.8	-9	0	2	0	0	0.8	1	-7	-8
CCOc1cc(/C=N/NC(=O)C(O)(c2ccccc2)c2ccccc2)ccc1OC(=O)c1ccco1
    -1.1	6	14	-5	2	-4	-0.2	5	-2	-2
O=S(=O)(NC1CC2CCC1C2)c1ccc2c(c1)OCCO2 (configuration not stated)
    -0.1	-3	-4	4	3	-7	-0.6	-1	-12	-1
CCOc1ccc(C(=O)NC2CCN(S(=O)(=O)CC)CC2)cc1
    0.1	-1	-3	0	4	2	-0.3	6	5	7
COc1cccc(NC(=S)NCc2ccco2)c1
    1.1	9	0	-1	5	10	-0.4	2	10	-7
COc1ccc(C(=O)Nc2ccccc2[N+](=O)[O-])cc1S(=O)(=O)N1CCOCC1
    -1.4	4	1	4	1	-7	0.7	-6	6	16
COc1ccccc1OCc1ccc(C(=O)NC(C)c2ccccc2)o1 (configuration not stated)
    2.2	-4	2	-1	-3	-6	0.1	6	-2	6
Cc1ccccc1OCCCCn1c(CO)nc2ccccc21
    0.2	-4	-1	0	0	-15	-0.4	-4	17	-11
C/C(=N\Nc1ccc([N+](=O)[O-])cc1)c1ccc2c(c1)OCO2
    3.7	7	0	1	-1	2	0.1	-4	-3	-3
CCN(CC)S(=O)(=O)c1ccc(NN)nc1
    2.1	9	-8	8	0	-8	-0.6	2	-15	10
COC(=O)c1[nH]c2ccc(C)cc2c1NC(=O)Nc1ccccc1OC
    0.0	7	-41	-7	0	-34	11	-1	3	10
Cc1ccccc1C(=O)Nc1cccc(C(=O)N/N=C/c2ccc3c(c2)OCO3)c1
    0.5	7	-9	-2	9	-2	-60	8	5	-12
CN(C(=O)CSc1nc(N)c2c3c(sc2n1)CSC(C)(C)C3)c1ccccc1
    3.2	6	-391	-4	1	-17	-4.7	0	-6	-1
COc1cc(S(=O)(=O)N2CCC(c3nc4ccccc4s3)CC2)ccc1S(=O)(=O)NC1CCCC1
    0.1	1	0	4	2	4	0.0	2	2	-2
Cc1nc(SCc2ccc(C#N)cc2)n[nH]1
    2.0	2	2	3	4	1	0.0	1	-2	-10
Cc1cc(N(CN2CCCC2=O)C(=O)c2ccc(OC(C)C)cc2)no1
    1.5	-5	1	1	-1	0	0.0	2	-5	-5
CCOC(=O)CC1(C)N(S(=O)(=O)c2ccc(C)cc2)c2ccccc2N1S(=O)(=O)c1ccc(C)cc1
    .	3	-1	-3	1	6	0.4	-2	5	2
COc1cccc(C2NC(=O)NC(C)=C2C(=O)Nc2ccc(C)cc2)c1 (configuration not stated)
    -2.5	5	4	1	-3	0	0.0	-1	8	15
Cc1cc(=O)[nH]c(N)n1
    1.2	4	1	4	3	0	-0.5	3	-3	10
O=[N+]([O-])c1cccc(C2=NC(c3ccccc3)CO2)c1 (configuration not stated)
    1.9	4	-1	-2	0	2	-0.5	-6	1	-7
Cc1cccc(C)c1OCC(O)CN1CCC(CN2C(=O)c3cccc4cccc(c34)C2=O)CC1 (configuration not stated)
    -0.1	-6	-92	-1	-4	-18	-3.2	-7	5	-5
CCCCn1c(SCC2CCCO2)nc2cc(S(N)(=O)=O)ccc21 (configuration not stated)
    0.8	0	4	2	-1	1	0.9	2	7	-11
CC(=O)c1cccc(NC(=O)/C(=C\c2cccnc2)NC(=O)c2ccco2)c1
    1.4	-1	-9	1	0	1	-0.6	6	-6	2
Cc1ccccc1-n1c(SCC(=O)NCC2CCCO2)nnc1-c1ccncc1 (configuration not stated)
    1.1	1	0	-2	1	9	0.0	3	8	-6
C/C=C(\C)CN1CCC(n2nccc2NC(=O)CCOc2ccccc2)CC1
    -0.3	-8	0	-7	-3	-3	0.1	-5	16	10
Cc1nnc(Sc2nc3c(c(=O)n(C)c(=O)n3C)n2Cc2ccccc2Cl)s1
    1.5	-6	-3	5	6	-4	0.0	3	-2	2
COc1cccc(CNC(=O)CSC(=S)N2CCCC2)c1
    -0.1	-5	-2	7	2	9	-0.2	10	-7	-11
COCCNC(=O)C1(C)CCN(C(=O)c2cc(-c3ccccc3)cs2)C1 (configuration not stated)
    2.9	2	-7	1	-2	2	-0.4	-3	5	-3
CC1=CC(C)(C)n2c(O)c(N=N)c3c(C)c(C)cc1c32
    3.9	-1	6	-1	-7	-2	0.4	-9	2	-2
COc1cccc(COc2ccccc2C2Nc3ccc(Br)cc3C(=O)N2NC(=O)c2ccncc2)c1 (configuration not stated)
    0.4	12	1	-1	-7	-5	-1.1	-4	19	8

8 compounds from above, arranged by length of the SMILES, largest number first.
Fields: GAA850 FXN act	rCAG binder	ADAM10 inh	Tn6 DDE FP	GC-A act	sPLA2-III inh	KLK7 zymogen act	NPR2 activator	ARFGAP1 inhibitor	ASAP1 inh
CC1CCN(c2ccc3c(c2)S(=O)(=O)c2cccc(C(=O)NC[C@@H]4CCCO4)c2C3=O)CC1
    -3.0	-13	11	-2	3	-3	0.7	7	10	8
CN(C(=O)CSc1nc(N)c2c3c(sc2n1)CSC(C)(C)C3)c1ccccc1
    3.2	6	-391	-4	1	-17	-4.7	0	-6	-1
Cc1[nH]n(-c2ccccc2)c(=O)c1/C=N/NC(=O)c1ccccc1F
    5.3	1	-2	3	2	-3	-1.0	-3	-6	9
NC(=O)c1ccccc1NC(=O)CC12CC3CC(CC(Br)(C3)C1)C2
    -0.1	-2	2	0	0	4	-0.1	2	7	-5
O=[N+]([O-])c1cccc(C2=NC(c3ccccc3)CO2)c1 (configuration not stated)
    1.9	4	-1	-2	0	2	-0.5	-6	1	-7
Cc1c(NC(=O)c2cc3ccccc3o2)cccc1-n1cnnn1
    0.2	5	3	-2	2	-7	-0.2	9	-6	-2
COc1cc(OC)cc(-c2cn[nH]c2N)c1
    2.1	10	14	-3	-1	-3	-0.2	0	-1	6
C=C(C)n1c(=O)[nH]c2ccccc21
    0.2	-2	-1	-2	8	3	-0.1	4	5	-8

More entries follow:
Fields: GAA850 FXN act	rCAG binder	ADAM10 inh	Tn6 DDE FP	GC-A act	sPLA2-III inh	KLK7 zymogen act	NPR2 activator	ARFGAP1 inhibitor	ASAP1 inh
CC(OC(=O)C1=NN(c2ccccc2)C(=O)CC1)C(=O)NC1CCCCC1C (configuration not stated)
    0.5	-3	1	-1	1	1	-0.1	5	-4	-9
COc1ccc(N2CCN(C(=O)c3c(C)nn(-c4ccccc4)c3C)CC2)cc1
    1.9	0	-7	6	-2	4	-0.6	3	-2	4
O=C1NC[C@H](Cc2ccc(O)cc2)N(C[C@@H]2CCCN2C[C@H](Cc2ccccc2)N2C[C@H](Cc3ccc(O)cc3)N(CC3CCCCC3)C(=O)C2=O)C1=O
    .	5	6	3	2	-12	-0.6	10	-3	22
CC(=O)c1cccc(N/C=C\c2nnnn2-c2ccc(F)cc2)c1
    1.4	-3	-17	-1	-3	-9	-0.3	-12	-6	5
COc1ccccc1C(=O)N1CCCC(C)(C(=O)NS(=O)(=O)C2CC2)C1 (configuration not stated)
    -0.5	1	-2	6	-4	14	-0.4	2	-2	2
CCOc1ncccc1C(=O)Oc1ccc2c(c1)OCO2
    0.0	-5	-5	5	0	7	-0.3	8	5	3
